FUS suppressor: qHTS for Suppressors of FUS Proteinopathy: Primary screen using FUS-linked yeast assay; S. cerevisiae FUS-expressing, growth rescue, OD600, 24 h; Potency, µM (titrated, usually from 76.6 µM), for the others: at the highest dose growth rescue (activation), hits mostly activators; 0.24% of 390,000 active; AID 1347120, 2019;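 further: potency means the concentration at half of the fitted maximal effect; plate controls were DMSO vehicle for no effect and reference control for full effect; nearly all actives have a fitted effect of over 55% in size; some results filed as inactive show a strong effect at the top dose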
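Yeast expressing FUS under galactose induction, OD 0.005 in 2% galactose medium; compounds in a dilution series, 24 h at 30C. Growth rescue by absorbance at 600 nm; CP55940 positive control, DMSO negative.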
PTHR1 agonist: qHTS for PTHR1 Agonists: Primary Screen; Parathyroid hormone/parathyroid hormone-related peptide receptor (Homo sapiens), Q03431; HEK293 GP2 PTHR1 cells, GloSensor cAMP luminescence, 1 h; Potency, µM (top dose mostly 115 µM), for inactives: at the highest dose activation, actives largely listed as activators; 0.075% of 410,000 active; AID 743266, 2014; further: potency means the concentration at half of the fitted maximal effect; nearly all actives have a fitted effect of over 55% in size; some results filed as inactive show a strong effect at the top dose; inactives centre near -15; many of its hits are not listed in these tables
Target sequence (Q03431 whole entry, looked up): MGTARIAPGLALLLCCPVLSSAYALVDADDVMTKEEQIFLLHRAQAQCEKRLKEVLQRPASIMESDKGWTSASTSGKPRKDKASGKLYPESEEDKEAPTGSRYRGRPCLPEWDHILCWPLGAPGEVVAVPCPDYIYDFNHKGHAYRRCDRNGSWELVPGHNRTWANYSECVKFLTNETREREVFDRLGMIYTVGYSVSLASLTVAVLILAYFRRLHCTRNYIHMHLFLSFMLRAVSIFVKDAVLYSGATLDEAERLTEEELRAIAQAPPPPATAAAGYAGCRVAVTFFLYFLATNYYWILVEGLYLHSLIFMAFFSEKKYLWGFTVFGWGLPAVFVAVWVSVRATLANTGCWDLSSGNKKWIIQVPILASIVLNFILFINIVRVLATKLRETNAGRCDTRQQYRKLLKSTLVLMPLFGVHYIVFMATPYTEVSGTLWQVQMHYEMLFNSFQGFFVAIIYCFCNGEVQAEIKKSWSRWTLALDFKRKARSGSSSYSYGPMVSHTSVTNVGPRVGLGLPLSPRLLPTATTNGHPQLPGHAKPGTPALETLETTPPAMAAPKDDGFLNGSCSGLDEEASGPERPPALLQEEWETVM
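HEK-293-derived GP2 cells expressing PTHR1 and a GloSensor cAMP reporter, 3,000/well, plated overnight, given luciferin plus IBMX (each 0.5 mM as added) for 1 h at 37 °C, then compound for 1 h at 37 °C. Luminescence was read after 15 min at room temperature.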
Abeta yeast res: qHTS for compounds that reverse cellular toxicity of Amyloid beta (A-beta) peptide in yeast: Primary Screen. Potency, µM (titrated, usually from 46.1 µM), inactives show top-dose growth rescue, actives largely listed as activators. yeast expressing A-beta42, growth rescue, OD600, 48 h; response scale: 0% DMSO, 100% iron-clioquinol control. 0.063% of 410,000 active; further: potency means the concentration at half of the fitted maximal effect; nearly all actives have a fitted effect of over 55% in size
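Growth rescue measured by 600 nm absorbance after 48 h yeast culture at 30 C with compound. Values normalized between DMSO and an equimolar ferric chloride plus clioquinol control.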
Akt phos inh: HTS Assay for Inhibitors of Akt Phophorylation: Primary Screen; Neuro2A IGF-stimulated pAkt S473 HTRF, 20 min; hits give low values; activity change, % for hits at 50 µM; 0.32% of 360,000 active; AID 651550, 2012; in the data active means activity change below about -80%; inconclusive means mostly about -51% to -80%; further: on the % scale 0 is the no-effect control and ±100 the full control effect
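Neuro2A cells in DMEM with 0.5% FBS, overnight at 37 deg C, given compound at single 50 µM final, then IGF (6 nM final) for 20 min at 37 deg C. Lysed; phospho-Akt Ser473 by HTRF after 24 h, 665/615 ratio.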
HEK293 tox: qHTS of GLP-1 Receptor Inverse Agonists: Cytotox Screen. HEK293 cAMP-luciferase reporter cells, luminescence, 24 h. Potency, µM (top dose mostly 38.3 µM), without a hit: at the highest dose activity change, negative = inhibition, most hits filed as inhibitors. 0.13% of 410,000 active;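 further: loss of luciferase light is scored as toxicity; potency means the concentration at half of the fitted maximal effect; on the % scale 0 is the no-effect control and ±100 the full control effect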
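MLSMR compounds, 24 hr on cells at 37 deg C/5% CO2; luminescence after luciferase reagent (12 min RT). Inhibition counted as the undesired cytotoxic outcome.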
TDP43 rescue: qHTS of TDP-43 Inhibitors | TDP-43 expressing yeast growth rescue, BacTiter-Glo, 24 h | Potency, µM (top dose mostly 46.1 µM), for the others: top-dose growth rescue (activation), actives largely listed as activators | 1.8% of 410,000 active | AID 652104, 2013; further: potency means the concentration at half of the fitted maximal effect; % of control where 0% means no effect; nearly all actives have a fitted effect of over 50% in size
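In this qHTS, compounds that restore growth of yeast expressing TDP-43 appear as activators. Cells (OD600=0.02, galactose medium, raffinose-pregrown) are incubated with compound 24 hr at 30 deg C and growth is quantified by BacTiter-Glo.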
Mm-Cpn inhibitor: Inhibitors of TCP-1 ring complex (TRiC) of Methanococcus maripaludis (MmCpn): qHTS; AID 504842, 2011; 0.031% of 330,000 active; Potency, µM (titrated, usually from 76.9 µM), inactives show top-dose activity, negative = inhibition, usual class: inhibitors; purified Mm-Cpn ATPase, ADP Transcreener TR-FRET; Chaperonin Mm-Cpn (Methanococcus maripaludis); further: potency means the concentration at half of the fitted maximal effect; on the % scale 0 is the no-effect control and ±100 the full control effect; nearly all actives have a fitted effect of over 80% in size
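Compound-treated chaperonin, 25 nM final, turns over 10 uM ATP at 37°C for 30 min following a 10 min preincubation; ADP generated competes with ADP-d2 for Eu-cryptate antibody, lowering FRET.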
GLP-1R inv ag: qHTS of GLP-1 Receptor Inverse Agonists (Inhibition Mode) | HEK293 GLP-1R CRE-luciferase, luminescence, 24 h; GLP-1R form is constitutively active | Potency, µM (doses to about 38.3 µM), without a hit: top-dose activity change, negative = inhibition, actives largely listed as inhibitors | 1.6% of 410,000 active; further: potency means the concentration at half of the fitted maximal effect; on the % scale 0 is the no-effect control and ±100 the full control effect; nearly all actives have a fitted effect of over 55% in size
Target sequence (P43220 whole entry, looked up): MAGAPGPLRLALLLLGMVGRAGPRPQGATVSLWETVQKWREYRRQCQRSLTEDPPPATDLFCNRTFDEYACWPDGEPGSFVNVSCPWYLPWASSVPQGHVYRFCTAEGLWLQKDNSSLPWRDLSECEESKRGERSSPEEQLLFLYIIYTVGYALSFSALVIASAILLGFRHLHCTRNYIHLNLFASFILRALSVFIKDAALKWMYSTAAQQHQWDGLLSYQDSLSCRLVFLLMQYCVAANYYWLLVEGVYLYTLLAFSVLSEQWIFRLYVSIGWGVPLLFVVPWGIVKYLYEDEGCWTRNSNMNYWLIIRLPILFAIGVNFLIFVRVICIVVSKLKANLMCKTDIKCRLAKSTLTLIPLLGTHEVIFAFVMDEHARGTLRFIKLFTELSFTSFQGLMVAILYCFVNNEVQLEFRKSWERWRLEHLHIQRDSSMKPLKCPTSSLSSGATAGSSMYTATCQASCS
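qHTS in 1536-well format: reporter HEK293 cells expressing constitutive GLP-1R activity in DMEM + 10% Nu serum, 24 hr with compounds at 37 deg C, luminescence read after 12 min with detection reagent.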
aSyn yeast inh: qHTS of alpha-syn Inhibitors; 0.14% of 370,000 active; Yeast expressing alpha-synuclein, growth rescue, BacTiter-Glo, 24 h; AID 652106, 2013; Potency, µM (series often up to 46.1 µM), for inactives: top-dose growth rescue (activation), hits mostly activators; further: potency means the concentration at half of the fitted maximal effect; % of control where 0% means no effect; nearly all actives have a fitted effect of over 65% in size
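Screening used galactose-induced yeast with toxic alpha-synuclein levels, exposed to compound for 24 hr at 30 deg C. Cell growth, read with BacTiter-Glo luminescence, gave the measured signal.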
* = called active by the depositor; i = inactive; ? = inconclusive; . = not tested or not shown; & = joins results of further samples; [ ] = another dose, or the depositor's remark. Unless noted, the call rests on the fitted dose curve; in most records, active means well fitted curve in the direction sought with a large enough effect; inconclusive means small, poorly fitted or top-dose-only effect, or another doubt; inactive means no such curve, though single readings can be large; an effect the other way counts as inactive or inconclusive. Only part of the results is shown, so the mix of outcomes need not match the whole.

SMILES | FUS suppressor | PTHR1 agonist | Abeta yeast res | Akt phos inh | HEK293 tox | TDP43 rescue | Mm-Cpn inhibitor | GLP-1R inv ag | aSyn yeast inh
COCc1cc(=O)n2[nH]c(C)cc2n1 | -1.3% | -4.5%[57.5 µM] | 1.0% | i | -0.1% | 4.7% | 0.5% | 5.4% | 4.5%
O=C(CSc1nnnn1-c1ccc(O)cc1)c1ccc(F)cc1 | -8.4% | -1.4% | 11.9% | i | -15.5% | 17.1% | -0.1% | ? | -9.5%
COc1ccccc1N1CCN(S(=O)(=O)c2ccc(-c3ccno3)cc2OC)CC1 | 37.5% | -24.6% | -11.3% | . | -2.6% | 12.6µM* | . | -8.9% | .
NC(=O)c1ccc(NC(=O)COC(=O)c2cc3ccccc3cc2O)cc1 | -1.5% | -20.7% | -1.5% | i | 3.1% | -8.2% | -0.4% | 17.0% | -11.6%
COc1ccc2c(Sc3ccccc3)c(C(=O)NCc3cccc(OC)c3OC)[nH]c2c1 | 9.4% | 1.0% | -13.0% | . | -11.9% | 2.5% | . | 3.2% | .
COC(=O)C1(Cc2ccc(O)c(CC3OC3(C)C)c2)OC(=O)C(O)=C1c1ccc(O)cc1 (configuration not stated) | 6.6% | -24.6% | -7.6% | i | -0.6% | 10.4% | -3.2% | -8.5% | -0.7%
O=C(O)C1C2CCCCC2=C2CCCCC2C1C(=O)O (configuration not stated) | 12.6% | -5.6% | -0.5% | i | -11.9% | 7.6% | -1.3% | 0.2% | 4.8%
CCN(CC(=O)NCc1cccs1)C(=O)c1cccc(S(=O)(=O)Nc2ccc(F)cc2)c1 | 4.4% | i | 3.2% | i | 5.1% | 17.4% | . | -22.4% | 1.6%
Oc1ccc(C23CCCC2C2(CCCC2)c2ccc(O)cc2O3)c(O)c1 (configuration not stated) | -1.8% | i | 28.1% | i | -26.8% | 18.3% | 1.7% | ? | 7.2%
Cc1ccccc1NC(=O)C1c2ccccc2Oc2ccccc21 | -5.0% | -3.5% | -6.6% | i | 0.4% | -5.0% | -1.5%[15.4 µM] | 19.1% | -4.7%
CCCCCn1c(=O)[nH]c2cc(C(=O)NCCCN(CC)CC)ccc2c1=O | 10.7% | i | 0.1% | i | 10.5% | -0.9% | 0.7% | ? | -9.0%
COc1ccc(Cn2c(=O)n(-c3ccc(OC)cc3)c(=O)c3c2c2cc(OC)ccc2n3C)cc1 | 4.8% | 2.0% | -9.8% | . | -2.4% | 3.2% | . | 10.0% | .
Cc1ccc(NC(=S)Nc2cccnc2)c(S(=O)(=O)N2CCCCC2)c1 | 35.5µM* | -28.5% | 9.4% | i | 0.5% | 15.1% | -0.9% | ? | -0.3%
COc1ccc2[nH]c3c(c2c1)CCN1C(=O)C(CC(=O)NCCCN(C)C)C[C@H](C(=O)N(C(C)C)C(C)C)[C@@]31C (some centres not stated) | -1.4% | i | 3.9% | i | 2.9% | 10.4% | 1.6% | 4.1% | -1.5%
COC(=O)CCC(=O)Nc1cc(S(=O)(=O)Nc2ccc(Cl)cc2)ccc1N1CCOCC1 | . | -1.7% | 15.6% | i | -3.7% | -12.7% | -0.9% | 8.8% | 1.6%
CC(C)(C)NC(=O)COc1ccc(CNn2nnnc2N)cc1 | 29.0% | i | 4.4% | i | 0.8% | 0.0% | 1.9% | 0.0% | 3.1%
NC(=O)c1c(NC(=O)c2ccncc2)sc2c1CCCC2 | -30.6% | -7.3% | 6.0% | i | -11.5% | 14.1% | 1.7% | 49.4%[activator] | 7.0%
O=c1[nH]c(-c2ccccc2)c(-c2ccccc2)o1 | 4.6% | i | 10.2% | i | -3.0% | 7.6% | -13.5% | 0.2% | 14.6%
CCc1ccccc1N(CC(=O)N1CCc2ccccc2C1)S(C)(=O)=O | 15.0% | i | -5.6% | i | 1.3% | -3.8% | 1.5% | -19.0% | 8.4%
C[C@H](NC(=O)c1ccccc1)C(=O)OCC(=O)Nc1ccc(Cl)cn1 | -7.9% | i | 5.6% | i | 4.2% | 21.0% | . | -2.3% | -5.4%
O=C(C1CC1)N1N=C(c2ccc(F)cc2)CC1(O)C(F)(F)F (configuration not stated) | -1.3% | i | 17.8% | i | -6.6% | -12.5% | -1.1% | -3.4% | 5.6%
Cc1cc(C)n2nc(-c3ccsc3-n3c(C)ccc3C)cc2n1 | ? | -11.6%[57.5 µM] | -5.5% | i | 8.7% | -21.7% | -16.1% | 68.2%[activator] | -1.5%
O=C(N/N=C/c1cccc([N+](=O)[O-])c1)c1cc(-c2ccccc2)nc2ccccc12 | -22.6% | -30.1%[inhibitor] | -3.3% | i | -20.2% | 2.2% | -1.3% | 21.3% | 1.6%
COc1ccc2oc(C(=O)NCCN3CCOCC3)c(C)c2c1OC | . | -20.0% | 11.9% | i | 5.2% | -1.6% | -0.7% | 11.8% | -5.7%
Cc1ccc(CNC(=O)CSc2ncc(S(=O)(=O)c3ccc(Br)cc3)c(=O)[nH]2)cc1 | 12.2% | i | 3.8% | . | 25.2% | 9.1% | . | 18.5% | .
CCN1CCN(c2ccc(S(=O)(=O)N3CCCC3)cn2)CC1 | 13.0% | i | -5.3% | i | -3.8% | . | 1.1% | -1.4% | -0.3%
CC(C)(C)OC(=O)C[C@@H]1C/C=C\C[C@@H](CC(=O)N[C@@H](CO)Cc2ccccc2)C(=O)N2CCC[C@@H]2COC1=O | ? | -0.9% | -9.0% | i | 19.8% | -4.0% | -0.7% | 3.6% | -3.7%
O=C(COc1ccc(Br)cc1)Nc1ccncc1 | 13.2% | -6.4%[57.5 µM] | 6.4% | i | 1.0% | -0.5% | 1.5% | 5.4% | 0.7%
Cc1ccc(S(=O)(=O)N2CCN(c3ccccc3)CC2)cc1C(=O)NC1CCCCC1 | 30.1% | -32.9%[inhibitor] | -4.4% | i | -7.8% | -5.2% | 0.0% | 1.4% | -1.4%
CC(=O)N1CCC(=NNc2ccnc3cc(Cl)ccc23)CC1 | 9.6% | i | -9.9% | i | -6.3% | -10.1%[0.397 µM] | 2.6% | -28.8% | -10.2%
COc1cccc(NC(=O)CN2CCN(S(=O)(=O)c3ccc(F)cc3)CC2)c1 | 24.0% | -3.5%[57.5 µM] | 11.9% | . | -6.4% | -8.3% | -1.6% | 12.5% | 3.6%
CCn1c(C)nc2cc(C(=O)NNS(=O)(=O)c3cc(Br)ccc3Br)ccc21 | 19.6% | -21.1% | 2.4% | i | -5.7% | -8.0% | -0.5% | -27.1% | -1.1%
CSc1ncc(CN2CCc3c([nH]c4ccccc34)C2C(C)(C)C)cn1 (configuration not stated) | 12.2% | -30.9% | 1.0% | i | 17.7% | -3.0% | -14.6% | ? | -9.0%
Fc1ccc(-c2nnc(NC3=NCCCCC3)o2)cc1 | ? | -9.5% | -10.6% | i | 0.3% | -1.1% | -8.3% | 1µM* | -27.9%
COc1ccc(C(=O)Nn2cc3c(c2-c2ccccc2)c(=O)n(C)c(=O)n3C)cc1 | 21.2% | -11.6%[57.5 µM] | -0.5% | i | -18.0% | -16.7% | -0.5% | 0.0% | -7.4%
Cc1cc(C)nc(-n2nc(C)c(Oc3ccccc3O)c2C)n1 | -6.2% | i | 15.7% | i | -6.2% | 10.3% | 3.9% | -8.2% | 5.8%
Cn1c(COc2ccc(F)cc2)nnc1SCC(=O)NC1CC1 | 5.0% | 14.3% | -8.4% | i | -4.6% | -4.1% | -23.4% | 31.3%[activator] | -5.7%
Nc1nc(N2CCOCC2)cc(=O)[nH]1 | 7.7% | -1.9%[57.5 µM] | -9.4% | i | 6.9% | -22.1% | -1.7% | 2.0% | -0.5%
CCN1C(=O)C2(SC(NC(C)=O)=NN2C(C)=O)c2cc(C)ccc21 (configuration not stated) | -7.3% | -1.1% | -17.8% | i | 9.8% | -15.7% | -0.9% | 16.8% | 3.5%
O=C(NC1CC(=O)N(c2ccc(Cl)cc2)C1)c1ccc2c(c1)OCO2 (configuration not stated) | 15.6% | i | -14.9% | . | 10.2% | 11.5% | . | 3.0% | .
O=C(CSCc1ccco1)Nc1cc(C(F)(F)F)ccc1N1CCOCC1 | 13.1% | -18.4% | -21.3% | i | 3.4% | 0.0% | -1.5% | 0.0% | -0.1%
Cc1csc(SCC(=O)Nc2cc(S(=O)(=O)N3CCCC3)ccc2Cl)n1 | 17.5% | -20.3% | 5.5% | i | -13.5% | 14.9% | -1.3% | ? | 1.5%
CC(C)c1ccc(NC(=O)Cn2nnc(C(=O)NCc3ccc4c(c3)OCO4)c2N)cc1 | 9.8%&-12.0% | -1.8% | 9.4%&-6.6% | i | -9.4%&6.4% | 6.4%&20.8% | -2.4% | -23.9%&-5.4% | 6.9%
Cc1ccc(OCC(=O)N(C)CC(=O)Nc2ccc(F)cc2)c([N+](=O)[O-])n1 | 12.7% | i | 0.8% | i | 1.0% | -22.9% | -3.3% | 9.5% | 1.0%

Bioassay records: PubChem BioAssay, National Center for Advancing Translational Sciences (NCATS)
